SENP1 FRET inh – SENP1 (human) catalytic domain inhibition; inhibition, % at 10 µM; recombinant SENP1 catalytic domain, CyPet-SUMO1-YPet FRET cleavage; Q9P0U3; 0.21% of 360,000 active;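 active means inhibition at least 30% at 10 µM, raw YFP signal under a set limit, fluorescence ratio 0.5 to 1.5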;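 further: 0% = enzyme with DMSO and 100% = no enzyme wells; some results filed as inactive read as strong as hits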
Target sequence (Q9P0U3 419-644 limits assumed): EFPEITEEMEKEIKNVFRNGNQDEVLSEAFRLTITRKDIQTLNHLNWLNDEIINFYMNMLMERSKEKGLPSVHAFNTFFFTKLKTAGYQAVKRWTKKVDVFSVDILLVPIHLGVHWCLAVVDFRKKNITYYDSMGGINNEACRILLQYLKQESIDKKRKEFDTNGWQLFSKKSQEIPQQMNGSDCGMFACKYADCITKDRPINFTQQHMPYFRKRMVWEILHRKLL
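material = recombinant human SENP1 catalytic domain, His6-tagged | quantity = 20 pM enzyme | reagent = 25 nM SUMO1 FRET substrate | compound dosing = 10 µM single point, 0.5% DMSO | timing = 50 min enzyme reaction, room temperature, light-protected | detection = FRET, CFP and YFP emission | control set = no-enzyme low, enzyme-DMSO high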
PfGluPho inh – PfG6PD (Plasmodium falciparum) enzyme inhibition; PfGluPho enzyme, NADPH resazurin-diaphorase fluorescence; inhibition, % at 20 µM; 0.78% of 350,000 active; AID 504690;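 active means inhibition reaching at least a set limit at 20 µM in the primary screen, cut at about 59% in these data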;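 further: 0% = DMSO wells with substrate and 100% = DMSO wells lacking glucose-6-phosphate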
NR3A LBD binder – NR3A (human) ligand-binding domain modulation; NR3A LBD differential scanning fluorimetry, Tm shift; 0% = protein alone, 100% = glycine-bound protein; Tm shift relative to glycine control, % at 25 µM; 2.5% of 340,000 active; AID 1259313;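 active means melting temperature shift of at least 10% of the positive control shift, at one fixed dose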
hIAP act – human IAP activation | 0.16% of 330,000 active | activation factor at 10 µM | P09923 | purified human IAP, CDP-Star luminescence, 30 min; hits give high values; 1 = vehicle-only enzyme, 0 = enzyme-free background | AID 2524;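 active means activation factor of the enzyme at least 2-fold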; further: the source names both 10 and 20 µM as test concentration; values of inactives mirror those of a sister screen read the other way
ATG4B inh – inhibitors of human ATG4B cysteine protease; Q9Y4P1; ATG4B cleavage of LC3-PLA2, NBD-HPC fluorescence, 1 h; inhibition, % at 8.33 µM; 0.51% of 340,000 active; in the data active means inhibition above about 40%
SENP6 inh – blocks the human protease SENP6 | Q9GZR1 | Recombinant SENP6 catalytic domain, aminoluciferin luminescence | inhibition, % at 10 µM | 1.8% of 330,000 active | AID 2599;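 active means inhibition above about 50% at the single tested dose, limit read from the data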;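 further: plate controls were DMSO wells with enzyme for no effect and DMSO wells lacking enzyme for full effect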
Target sequence (Q9GZR1 628-1112 limits assumed): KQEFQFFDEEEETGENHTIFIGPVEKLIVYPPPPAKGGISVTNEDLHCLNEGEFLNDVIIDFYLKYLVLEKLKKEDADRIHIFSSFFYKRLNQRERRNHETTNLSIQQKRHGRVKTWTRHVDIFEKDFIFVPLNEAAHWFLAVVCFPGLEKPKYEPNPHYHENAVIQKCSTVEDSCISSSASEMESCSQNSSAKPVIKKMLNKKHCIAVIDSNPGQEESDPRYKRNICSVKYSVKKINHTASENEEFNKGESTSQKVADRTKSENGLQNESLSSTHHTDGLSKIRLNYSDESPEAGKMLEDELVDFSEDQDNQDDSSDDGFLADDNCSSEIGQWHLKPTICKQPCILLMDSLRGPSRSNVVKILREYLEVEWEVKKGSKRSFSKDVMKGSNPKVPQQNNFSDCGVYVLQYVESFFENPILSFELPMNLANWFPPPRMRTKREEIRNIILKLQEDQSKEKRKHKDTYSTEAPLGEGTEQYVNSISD
MPTP block – permeability transition pore inhibition. isolated mouse mitochondria, Ca2+ swelling absorbance, 30 min. inhibition, % at 10 µM. 1.4% of 360,000 active;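 active means inhibition of 50% or more, scaled per plate between neutral and stimulator controls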;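 further: 0% = DMSO wells given calcium and 100% = 1 mM EGTA wells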
SENP8 inh – SENP8 (human) protease inhibition; Q96LD8; recombinant SENP8, Nedd8 substrate fluorescence; inhibition, % at 20 µM; 0.64% of 360,000 active; in the data active means inhibition mostly above about 40%, no sharp cut-off; inactive means mostly below about 27%
Target sequence (Q96LD8 whole entry, looked up): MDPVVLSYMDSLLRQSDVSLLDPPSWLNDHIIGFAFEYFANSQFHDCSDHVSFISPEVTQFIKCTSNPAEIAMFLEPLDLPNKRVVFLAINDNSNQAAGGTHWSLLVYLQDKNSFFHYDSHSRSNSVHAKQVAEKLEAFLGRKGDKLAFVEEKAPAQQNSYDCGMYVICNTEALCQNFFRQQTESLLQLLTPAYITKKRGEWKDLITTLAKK
* = called active by the depositor; . = no result given.

structure	SENP1 FRET inh	PfGluPho inh	NR3A LBD binder	hIAP act	ATG4B inh	SENP6 inh	MPTP block	SENP8 inh
COc1ccccc1CN1CC(C(=O)N(C)Cc2ccncc2C)CCC1=O (configuration not stated)	1	7	2	1.1	-3	-11	0.3	0
Cc1cc(/C=N/NC(=O)C(O)(c2ccccc2)c2ccccc2)c(C)n1-c1ccccc1	-15	1	0	0.98	32	2	4.3	-83
O=C(CSc1nnc(Cc2cccs2)n1C1CCCCC1)N1CCN(C(=O)c2ccco2)CC1	0	0	1	1.1	1	-13	-0.1	11
COc1ccc(C(=O)COC(=O)c2ccc(OC)c(OC)c2)cc1OC	-1	-4	-4	0.99	-13	-3	0.2	-3
O=C(Cn1nc(CNc2ccc(Cl)cc2)[n+]2c1CCCCC2)c1ccc(Cl)cc1	4	11	-2	0.94	8	-26	30	33
O=C(C[C@@H]1C/C=C\C[C@H](NC(=O)OCC2c3ccccc3-c3ccccc32)C(=O)OC[C@H]2CCCN2C1=O)N[C@H](CO)Cc1ccccc1	-6	40	1	1.1	.	15	-2.1	0
CC(C)OC(=O)COc1cc(O)c2c(=O)cc(-c3ccccc3)oc2c1	3	-3	-2	0.91	-11	1	2.5	36
CCOC(=O)c1c(S(=O)(=O)N2CCCCCC2)c(C)n(C)c1C	2	1	0	0.85	-4	2	-1.0	8
N#Cc1ccc(NC2c3ccccc3CC2O)cc1 (configuration not stated)	-1	0	-1	.	12	.	-0.1	14
COc1ccc(Oc2nc(-c3ccccc3)ncc2S(=O)(=O)c2ccccc2)cc1	4	-9	0	1.1	9	-13	3.5	28

Six entries out of the list above, sorted by the number in SENP1 FRET inh, rising.
SMILES	SENP1 FRET inh	PfGluPho inh	NR3A LBD binder	hIAP act	ATG4B inh	SENP6 inh	MPTP block
O=C(C[C@@H]1C/C=C\C[C@H](NC(=O)OCC2c3ccccc3-c3ccccc32)C(=O)OC[C@H]2CCCN2C1=O)N[C@H](CO)Cc1ccccc1	-6	40	1	1.1	.	15	-2.1
COc1ccc(C(=O)COC(=O)c2ccc(OC)c(OC)c2)cc1OC	-1	-4	-4	0.99	-13	-3	0.2
O=C(CSc1nnc(Cc2cccs2)n1C1CCCCC1)N1CCN(C(=O)c2ccco2)CC1	0	0	1	1.1	1	-13	-0.1
COc1ccccc1CN1CC(C(=O)N(C)Cc2ccncc2C)CCC1=O (configuration not stated)	1	7	2	1.1	-3	-11	0.3
CCOC(=O)c1c(S(=O)(=O)N2CCCCCC2)c(C)n(C)c1C	2	1	0	0.85	-4	2	-1.0
CC(C)OC(=O)COc1cc(O)c2c(=O)cc(-c3ccccc3)oc2c1	3	-3	-2	0.91	-11	1	2.5

More records follow:
structure	SENP1 FRET inh	PfGluPho inh	NR3A LBD binder	hIAP act	ATG4B inh	SENP6 inh	MPTP block	SENP8 inh
CC1(C)CC(=O)C=C(NCc2ccc(C(=O)O)cc2)C1	1	-2	0	1.3	12	-5	-0.5	16
CC(=O)N1CCCc2cc(S(=O)(=O)N3CCN(c4ccccn4)CC3)ccc21	0	-18	0	1	3	0	1.6	14
CC(C)c1ccc(NC(=O)CNCC(c2ccccc2)N(C)C)cc1 (configuration not stated)	2	-3	0	1	-5	-3	1.1	21
CCOC(=O)C1CCN(C(=O)Cn2cnc3sc(C)c(S(=O)(=O)N4CCCCC4)c3c2=O)CC1	1	-16	-2	1.1	4	-16	-1.4	18
CC(Oc1ccccc1Cl)C(=O)Nc1ccc(S(=O)(=O)N2CCOCC2)cc1 (configuration not stated)	1	-8	4	.	4	.	-0.3	4
N#Cc1ccc(C23CC4(C2)[C@H](CN(Cc2ccc(C(F)(F)F)cc2)[C@@H]4c2ccccc2)C3c2ccc(C(F)(F)F)cc2)cc1 (some centres not stated)	.	-10	-1	0.85	-1	-9	.	.
O=C(NCc1ccc2c(c1)OCO2)C1CCCN(S(=O)(=O)c2cccc3cccnc23)C1 (configuration not stated)	3	-4	0	0.9	-4	-3	-0.8	-2
CCOC(=O)/C(C#N)=C\c1ccc(O)c(OC)c1	-128	6	-1	1.1	-12	-23	2.5	-21
COc1ccc(-c2c(NC(=O)c3ccco3)oc3ccccc3c2=O)cc1OC	-1	-4	-2	0.8	-1	2	-1.6	13
CC1(C)CC2(CCO1)C(Nc1ccccc1)=NC(=S)N2c1ccccc1 (configuration not stated)	.	-4	-3	0.94	-7	-10	.	.
CCN(CC)S(=O)(=O)c1ccc2oc(C(=O)NCc3ccc(F)cc3)c(C)c2c1	-2	14	-9	1.1	-6	-11	2.5	14
COc1cccc(-n2c(CCn3nc(C)c([N+](=O)[O-])c3C)n[nH]c2=S)c1	0	54	-2	0.98	-4	0	-1.4	3
COc1ccc(C(CC(=O)O)c2ccc3c(c2)OCO3)cc1 (configuration not stated)	2	-13	0	0.97	-2	-7	-0.6	5
Cn1ncnc1SCc1cn2cccnc2n1	1	-11	2	0.83	1	-10	-2.1	-393
COC(=O)c1sccc1-n1cccc1C(=O)C(=O)N1CCCCC1	1	5	-1	1.1	-6	0	-1.0	13
COc1cc(CN2CCC(C(=O)N3CCN(c4ccccc4F)CC3)CC2)cc(OC)c1O	1	0	0	1.2	-5	15	-0.2	5
O=C(Cc1coc(-c2ccc(F)cc2)n1)N1CCOCC1	3	6	0	1.1	2	2	0.0	30
CCOC(=O)c1cc(-c2ccc(F)cc2)n(CC(=O)N2CCCC2)c1C	2	6	1	1.1	-7	3	-1.8	24
CCOc1ccccc1N(C(=O)CNS(=O)(=O)c1ccccc1)C(CC)C(=O)NCc1ccco1 (configuration not stated)	0	1	-2	0.93	30	-7	0.0	15
COC(=O)c1ccc(CNC(=O)COC(=O)c2ccc(N(C)C)cc2)cc1	-1	-7	-1	1.1	-19	-5	0.2	-10

The list goes on; the last three above are carried over.
structure	SENP1 FRET inh	PfGluPho inh	NR3A LBD binder	hIAP act	ATG4B inh	SENP6 inh	MPTP block	SENP8 inh
CCOC(=O)c1cc(-c2ccc(F)cc2)n(CC(=O)N2CCCC2)c1C	2	6	1	1.1	-7	3	-1.8	24
CCOc1ccccc1N(C(=O)CNS(=O)(=O)c1ccccc1)C(CC)C(=O)NCc1ccco1 (configuration not stated)	0	1	-2	0.93	30	-7	0.0	15
COC(=O)c1ccc(CNC(=O)COC(=O)c2ccc(N(C)C)cc2)cc1	-1	-7	-1	1.1	-19	-5	0.2	-10
CC(C)c1ccc(N2C(=O)CC(Sc3ncccn3)C2=O)cc1 (configuration not stated)	3	-11	0	0.88	0	1	0.7	14
CC(C)C12CN3CC(C(C)C)(CN(C1)C31C(=O)Nc3ccccc31)C2=O (configuration not stated)	1	-4	0	1.1	-1	15	-0.6	22
CO/N=C(\Cn1ncc(N2CCOCC2)c(Br)c1=O)c1ccc(Cl)cc1	1	-1	-1	0.97	-1	0	-2.2	4
O=C(Cc1ccc(NS(=O)(=O)c2ccc(Cl)c(Cl)c2)cc1)NCCN1CCOCC1	0	1	2	1.1	-3	6	0.3	14
Cc1nc(SCC(=O)N2CCOCC2)c2c3c(sc2n1)CCC3	-1	9	-1	0.96	24	2	1.9	-4
COc1cc(C(=O)N/N=c2/sc3ccccc3n2C)cc(OC)c1OC	3	-10	-4	1.1	9	-12	1.7	14
CCc1nnc(NC(=O)c2ccc3ccccc3n2)s1	0	10	5	1.5	-4	-3	0.3	-1
Brc1ccccc1-c1nnc(CSc2nncn2-c2ccccc2)o1	-1	-1	-1	1.1	-5	-7	-1.5	4
CCCN(CC(=O)Nc1cc(C)on1)CC(=O)Nc1ccccc1C	0	8	1	1.4	-17	-2	-0.5	12
Cn1c2ccccc2c2cnn(CC(=O)Nc3cccc(F)c3)c(=O)c21	-3	9	0	1	-2	-2	1.5	-27

2 compounds drawn at random from the list so far:
structure	SENP1 FRET inh	PfGluPho inh	NR3A LBD binder	hIAP act	ATG4B inh	SENP6 inh	MPTP block	SENP8 inh
O=C(Cc1ccc(NS(=O)(=O)c2ccc(Cl)c(Cl)c2)cc1)NCCN1CCOCC1	0	1	2	1.1	-3	6	0.3	14
CCc1nnc(NC(=O)c2ccc3ccccc3n2)s1	0	10	5	1.5	-4	-3	0.3	-1

Next section.
structure	SENP1 FRET inh	PfGluPho inh	NR3A LBD binder	hIAP act	ATG4B inh	SENP6 inh	MPTP block	SENP8 inh
CN(C)CCCCNCCCNC(=O)/C=N\O	3	6	-4	0.88	3	1	-1.8	16
O=C(CCn1nnc2ccccc21)Nc1nnc(Cc2ccc(F)cc2)s1	0	-6	0	0.99	6	-18	2.0	-3
CCCCNC(=O)Cc1ccc(C)cc1	4	-2	2	1.2	-1	-7	0.7	10
CCCn1c(=O)c2[nH]c(-c3ccc(OCC(=O)Nc4ccc(C#N)cc4)cc3)nc2n(CCC)c1=O	-3	-22	-1	1.1	10	11	1.5	-185
Cc1cc(C)nc(N2CCC(C(=O)Nc3nnc(C)s3)CC2)n1	-1	-2	0	0.97	-8	-16	1.1	0
CCOC(=O)c1sc(C)c(C(N)=O)c1NC1=NCCCCC1	4	14	5	0.87	4	3	-0.6	-95
NC(=O)c1cc2c3ccccc3ccn2c1-c1ccccc1	-33	24	-4	.	14	.	1.9	12
COc1ccc(/C=C/c2nc(S(=O)(=O)c3ccccc3)c(N(C)C)o2)cc1	-26	10	-8	0.82	-2	-8	-0.5	-342
CCCCn1nc(NC(=O)COC)c2cc3cc(OC)ccc3nc21	-27	36	1	1.2	-1	17	0.0	-291
O=C(COc1ccc2c3c(c(=O)oc2c1)CCC3)c1ccc2c(c1)OCO2	-5	-12	0	1.1	-9	-1	0.1	-57
COC(=O)c1cc(Br)ccc1NC(=O)CSCc1c(C)noc1C	-1	11	5	0.92	-4	11	0.4	-4
CC(C)(C)OC(=O)N1Cc2cc3ccccc3nc2C1	1	9	.	.	.	.	-1.2	13
COc1ccc(N2CC(C(=O)Nc3ccc4c(c3)OCO4)CC2=O)cc1 (configuration not stated)	1	2	0	0.94	-7	-8	1.3	24
CCOc1ccc(S(=O)(=O)N2CCN(Cc3ccco3)CC2)cc1	-4	1	-4	1.2	4	-8	-1.4	0
CNC(=O)C(=O)NCC1CCCN1S(=O)(=O)c1cccs1 (configuration not stated)	-5	-19	.	1.1	-3	3	-2.4	-4
CCCCOC1(c2ccccc2)OC(=O)c2ccccc21 (configuration not stated)	1	10	0	1	7	-19	-0.1	10
Nc1c(C(=O)O)nnn1Cc1ccccc1	0	-11	0	0.94	-2	6	-1.3	12
Nc1ccccc1Sc1ccc(C(F)(F)F)cc1[N+](=O)[O-]	-1	31	-1	1.2	-8	-9	2.3	19
COC(=O)Cc1ccc(NC(=S)NCc2ccccc2OC)cc1	3	-15	-4	1.1	7	3	-0.5	2
CN(CC(=O)Nc1ccc(F)cc1)C(=O)Cn1c(=O)oc2ccccc21	-8	13	1	0.92	-2	-13	-1.4	1
CNC1(C)[C@H]2CC[C@H](C2)C1(C)C (some centres not stated)	2	1	-3	1	-2	-5	0.7	3
CC(C)c1cccc(OCC(=O)Nc2ccc(S(=O)(=O)Nc3ccccn3)cc2)c1	1	-9	-6	1.2	-6	-18	0.3	-162
CC1(C)CC(=O)C(C=NCCN2CCN(CCc3ccccc3)CC2)=C(O)C1	1	-11	-1	1	1	-1	0.6	7
CCCCc1ccc(NC(=S)N2CCN(C)CC2)cc1	6	15	0	1	-2	18	0.9	11
O=C(c1cccc(F)c1)n1nnc2ccccc21	2	2	1	0.91	-2	-5	-0.1	15
Cc1ccc(-c2cc(C(=O)Nc3ccc(S(=O)(=O)Nc4onc(C)c4C)cc3)[nH]n2)c(O)c1	1	-15	-4	0.94	-6	-7	3.2	34
CCOc1ccc(CCNc2ccc3nnc(-c4ccccc4)n3n2)cc1OCC	2	2	4	0.89	-11	-6	1.8	-18
Cc1cccc(N2CCN(CC(O)COc3ccccc3Cl)CC2)c1 (configuration not stated)	4	-9	8	0.96	-3	-53	0.6	23

Source: PubChem BioAssay
